Bioassay records as filed in PubChem.
Mito fusion act – blocks mitochondrial division or promotes mitochondrial fusion; S. cerevisiae fusion-defective mutant growth rescue, CellTiterGlo 48 h; Potency, µM (series often up to 46.1 µM), without a hit: at the top dose growth rescue (activation), most hits filed as activators; 320,000 compounds, 0.23% hits;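 also: potency is read from the fitted curve at half-maximal effect; % of control where 0% means no effect; nearly all actives have a fitted effect of over 45% in size; temperature-sensitive fusion mutants such as fzo1-1 at 37 °C on non-fermentable ethanol glycerol medium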
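S. cerevisiae fusion-defective temperature-sensitive mutants (e.g. fzo1-1, mgm1-5) grown 48 h at 37C in YPEG (ethanol/glycerol non-fermentable) medium with 23 nl compound per well; growth rescue read as CellTiterGlo luminescence.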
Chronic BCR inh – blocks chronic active B-cell receptor signaling; Potency, µM (series often up to 46.1 µM), for the others: top-dose ratio change, negative = lower green/red ratio, hits mostly inhibitors; 340,000 compounds, 0.05% hits; ABC-DLBCL IkBa-CBG/CBR reporter, luminescence ratio, 4 h; active = well fitted inhibition curve with a large enough effect in the signal ratio, with a control signal flat, not every such curve was filed as active; inconclusive = small, poorly fitted or top-dose-only effect, or effect the other way, or a change in a side signal; the % refers to the signal ratio;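 also: potency is read from the fitted curve at half-maximal effect; plate controls were basal doxycycline-induced cells for no effect and cells given 10 µM MG132 for full effect; MG132 reads +100%, hits lower the ratio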
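Concentration-response series (up to 46 uM) were applied to TMD8 dual-reporter cells for 4 h at 37C with doxycycline. Green/red ratio, after filter-overlap correction, defined %Activity; red signal alone was normalised to basal cells and zero luminescence.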
MBNL1 CUG block – inhibitors of human MBNL1 binding to CUG repeat RNA; Q9NR56; TR-FRET MBNL1-His/biotin-(CUG)12 binding, 665/545 ratio; Potency, µM (series often up to 57.5 µM), without a hit: at the highest dose activity change, negative = inhibition, hits mostly inhibitors; 280,000 compounds, 0.036% hits; AID 2675; active = well fitted inhibition curve with a large enough effect in the signal ratio, with a control signal flat, not every such curve was filed as active; inconclusive = small, poorly fitted or top-dose-only effect, or effect the other way, or a change in a side signal; inactive = no such curve, though single readings can be large or run the other way; the % refers to the signal ratio; also: potency is read from the fitted curve at half-maximal effect; % is scaled to controls: 0 for no effect and ±100 for the full control effect
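MBNL1-His + Biotin-(CUG)12, cpd titration 92 nM–58 uM; Tb anti-His Ab 0.055 ng/ul, SA-XL665 5 nM (final); 60 min RT; ratiometric 665/545 nm, Ex 340 nm; normalized to buffer and full-complex controls.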
GALK inh – inhibitors of human galactokinase; P51570; Potency, µM (titrated, usually from 57.5 µM), without a hit: at the highest dose activity change, negative = inhibition, usual class: inhibitors; Purified GALK, Kinase-Glo residual ATP luminescence; 270,000 compounds, 0.007% hits; also: potency is read from the fitted curve at half-maximal effect; % is scaled to controls: 0 for no effect and ±100 for the full control effect
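Quantitative HTS: GALK 5 nM, ATP 35 uM, galactose 100 uM, 1 h room temperature, then luciferase-based ATP detection.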
S-ASM inh – human S-ASM enzyme inhibition; placental ASM, HMU-PC fluorogenic substrate, 60 min; Potency, µM (top dose mostly 57.5 µM), for inactives: at the top dose activity change, negative = inhibition, usual class: inhibitors; 340,000 compounds, 0.006% hits; also: potency is read from the fitted curve at half-maximal effect
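qHTS format. ASM enzyme prepared from human placenta hydrolyses the fluorogenic substrate HMU-PC0 (9 uM final) over 60 min at 37 °C after a 10 min compound preincubation.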
Eya2 phos inh – inhibitors of human Eya2 phosphatase activity. recombinant Eya2, OMFP fluorescence dephosphorylation (OMFP is methylfluorescein phosphate). Potency, µM (top dose mostly 76.9 µM), for inactives: at the highest dose activity, negative = inhibition, most hits filed as inhibitors. 330,000 compounds, 0.006% hits; also: potency is read from the fitted curve at half-maximal effect; % is scaled to controls: 0 for no effect and ±100 for the full control effect
Target sequence (O00167 whole entry, looked up): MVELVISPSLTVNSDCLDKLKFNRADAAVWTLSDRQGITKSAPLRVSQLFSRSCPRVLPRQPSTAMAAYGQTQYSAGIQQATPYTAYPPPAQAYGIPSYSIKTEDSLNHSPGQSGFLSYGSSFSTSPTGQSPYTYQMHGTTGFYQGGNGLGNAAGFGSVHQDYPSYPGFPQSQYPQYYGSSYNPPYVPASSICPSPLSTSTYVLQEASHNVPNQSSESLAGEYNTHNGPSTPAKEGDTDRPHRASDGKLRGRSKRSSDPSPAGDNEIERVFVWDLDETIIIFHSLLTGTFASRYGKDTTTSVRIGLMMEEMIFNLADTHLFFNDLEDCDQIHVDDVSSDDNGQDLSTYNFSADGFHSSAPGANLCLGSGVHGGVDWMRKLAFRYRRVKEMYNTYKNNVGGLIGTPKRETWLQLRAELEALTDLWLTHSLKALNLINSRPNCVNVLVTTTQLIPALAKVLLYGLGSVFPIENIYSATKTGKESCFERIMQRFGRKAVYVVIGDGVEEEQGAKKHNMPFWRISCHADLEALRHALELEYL
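Eya2 protein (added as 0.2 uM solution) was preincubated with compound for 10 min at ambient temperature in 50 mM HEPES pH 7.5, 50 mM NaCl, 5 uM MgCl2, 0.05% BSA, 1 mM DTT. OMFP (added at 50 uM) then reacted 10 min; fluorescence read at 485/525 nm.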
Menin MLL FP TR – inhibitors of human menin-MLL interaction, mutant MLL peptide; O00255; Menin + Texas Red MLL mutant peptide, fluorescence polarization; Potency, µM (top dose mostly 61.6 µM), for the others: top-dose FP activity change, negative = inhibition, usual class: inhibitors; 270,000 compounds, 0.23% hits; AID 1768; active = well fitted inhibition curve with a large enough effect in the polarisation, with a control signal flat, not every such curve was filed as active; inconclusive = small, poorly fitted or top-dose-only effect, or effect the other way, or a change in a side signal; inactive = no such curve, though single readings can be large or run the other way; the % refers to the polarisation; also: potency is read from the fitted curve at half-maximal effect; % of control where 0% means no effect; many of its hits are not listed in these tables
KCNH2 WT inh – blocks the wildtype human KCNH2 potassium channel. Q12809. U2OS, BacMam KCNH2, thallium flux FluxOr; stronger effect = lower value. activity change, % at 1.84 µM. 340,000 compounds, 0.37% hits. AID 720551;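 active = maximum activity change below -70%; inconclusive = maximum activity change between -70% and -50%; inactive = maximum activity change above -50%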; also: % is scaled to controls: 0 for no effect and ±100 for the full control effect
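U2OS cells were transduced with wild-type KCNH2 virus (2.03 x 10^8 / mL) for 4 h at room temperature, then cultured overnight at 37 C. Thallium flux was read with FluxOr dye. Rate constants were normalized to DMSO controls.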
TSHR antag – human thyrotropin receptor antagonism | P16473 | TSHR-expressing cells, TSH-stimulated cAMP HTRF, 2 h; stronger effect = lower value | activity change, negative = inhibition, % at 11.5 µM | 330,000 compounds, 0.2% hits;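 active = activity change below a set negative limit, meaning inhibition stronger than a set level, cut at about -70% in these data; inconclusive = activity change between two set negative limits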; also: % is scaled to controls: 0 for no effect and ±100 for the full control effect
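Antagonism was scored as loss of TSH-driven cAMP in TSHR cells, stimulated with 4nM TSH (EC80) for 2 hours at 37 deg C and detected by homogeneous HTRF competition immunoassay.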
USP2a block – USP2a (human) protease inhibition; AID 463254; Potency, µM (titrated, usually from 38.3 µM), for the others: top-dose activity change, negative = inhibition, hits mostly inhibitors; O75604; 330,000 compounds, 0.01% hits; USP2 core, Ub-CHOP2 coupled fluorogenic reporter, 485/531;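 also: potency is read from the fitted curve at half-maximal effect; plate controls were DMSO wells for no effect and full inhibition by NEM control for full effect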
Target sequence (O75604 whole entry, looked up): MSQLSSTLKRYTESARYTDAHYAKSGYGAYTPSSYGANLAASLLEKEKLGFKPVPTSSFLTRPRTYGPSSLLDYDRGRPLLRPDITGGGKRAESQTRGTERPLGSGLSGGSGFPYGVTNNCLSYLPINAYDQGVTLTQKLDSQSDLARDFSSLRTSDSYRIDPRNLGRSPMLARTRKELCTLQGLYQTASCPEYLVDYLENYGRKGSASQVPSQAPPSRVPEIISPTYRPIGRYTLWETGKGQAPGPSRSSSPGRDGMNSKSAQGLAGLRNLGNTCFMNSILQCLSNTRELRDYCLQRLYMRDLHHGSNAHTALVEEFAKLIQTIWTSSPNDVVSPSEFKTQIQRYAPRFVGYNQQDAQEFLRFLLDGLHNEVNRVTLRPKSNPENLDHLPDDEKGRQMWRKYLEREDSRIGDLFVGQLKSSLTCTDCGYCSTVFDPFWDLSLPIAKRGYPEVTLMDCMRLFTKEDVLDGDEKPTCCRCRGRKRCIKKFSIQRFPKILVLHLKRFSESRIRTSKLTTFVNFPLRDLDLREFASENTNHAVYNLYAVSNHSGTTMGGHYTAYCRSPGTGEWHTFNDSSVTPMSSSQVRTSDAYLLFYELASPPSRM
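Deubiquitinase activity read as fluorescence (485/531 nm) after Ub-CHOP2 cleavage activates the enterokinase reporter on its substrate; USP2 core 10nM, Ub-CHOP2 and substrate 25nM each, 30min compound preincubation then 60min RT; data normalized to NEM, curves fitted.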
PKM2 act – activators of human pyruvate kinase M2. P14618. purified PKM2, Kinase-Glo ATP luminescence, activation; response scale: 0% is enzyme alone, no compound. Potency, µM (doses to about 57.5 µM), for inactives: top-dose activation, hits mostly activators. 260,000 compounds, 0.34% hits; also: potency is read from the fitted curve at half-maximal effect; % is scaled to controls: 0 for no effect and ±100 for the full control effect; nearly all actives have a fitted effect of over 55% in size
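Purified hPK-M2 (>95%) run at intermediate activity with 0.1 mM ADP and 0.5 mM PEP in 50 mM imidazole pH 7.2, KCl, MgCl2; 1 h room temperature. ATP formed read by Kinase-Glo luminescence; normalized to uninhibited and no-enzyme controls.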
* marks the source's active call; other numbers are inactive results; i = inactive; ? = inconclusive; . = not tested or not shown; [ ] = another dose, or the depositor's remark. Unless noted, calls follow the shape of the dose curve; as a rule, active = well fitted curve in the direction sought with a large enough effect; inconclusive = small, poorly fitted or top-dose-only effect, or another doubt; inactive = no such curve, though single readings can be large; an effect the other way counts as inactive or inconclusive. Only part of the results is shown; the hit share may differ from the screen's.

SMILES	Mito fusion act	Chronic BCR inh	MBNL1 CUG block	GALK inh	S-ASM inh	Eya2 phos inh	Menin MLL FP TR	KCNH2 WT inh	TSHR antag	USP2a block	PKM2 act
O=C(CNS(=O)(=O)c1ccc(C(=O)N2CCOCC2)cc1)N1CCOCC1	2%	1%	-3%	3%	1%	11%	8%	4	15	3%	3%
Cc1ccc(C(C)C)c(OCC(=O)OCC(=O)c2c(N)n(C)c(=O)n(C)c2=O)c1	1%	-1%	.	.	-21%	2%	.	-12	50	1%	.
CCN(CC)CC(=O)NN=C(c1ccccc1)c1ccccc1	-1%	3%	-3%	-1%	0%	-14%	-29%	3	8	0%	-5%
CCn1nc(C)c(CNC(=O)CC2C(=O)NCCN2Cc2ccc(C)o2)c1C (configuration not stated)	-3%	5%	-6%	4%	4%	7%	8%	-4	3	-1%	-10%
Cc1ccc(/C=N/Nc2ncc(Cl)cc2Cl)s1	-9%	-9%	8%	1%	4%	37%	-5%	-3	-4	0%	-1%
O=C(COc1ccccc1[N+](=O)[O-])OCC(=O)c1ccc(Br)s1	.	4%	.	.	-4%	-9%	.	-2	20	-1%	.
Cc1nc2ccc(S(=O)(=O)NCC(=O)Nc3ccc(F)cc3)cc2s1	-2%	?	8%	1%	-1%	-1%	.	-4	21	-6%	.
COc1ccc(C2=NO[C@@H]3C(=O)N(C4CCCCC4)C(=O)[C@H]23)cc1OC	-1%	5%	0%	1%	-2%	-3%	16%	-8	-3	0%	-10%
COc1cccc(-c2nc(Cc3ccc(OC)c(OC)c3)no2)c1	6%	0%	13%	3%	2%	7%[15.4 µM]	2%	16	-26	-1%	-20%
COc1ccc(CC2(C)OC(c3ccc(Cl)cc3)=NN2C(C)=O)cc1 (configuration not stated)	14%	-1%	2%	.	-7%	-10%	0%	-18	-4	-3%	-11%
Cc1ccc(N(C)S(=O)(=O)c2ccc(-c3ccc(=O)[nH]n3)s2)cc1C	1%	-4%	4%	3%	0%	-1%	.	10	15	4%	.
CCOC(=O)c1ccc(COC(=O)c2ccc3c(c2)-c2ccccc2C3=O)cc1	-2%	?	1%	3%	-3%	21%	7%	3	-5	3%	1%
CCNc1nc(NCC)nc(N/N=C/c2ccc([N+](=O)[O-])o2)n1	-1%	?	?	-1%	-7%	-19%	-15%	-5	-5	5%	-6%
CCC(C)NC(=O)Cc1cn(C)c2ccccc12 (configuration not stated)	1%	-16%	-5%	1%	2%	-20%	1%	-3	9	3%	6%
CCCCNC(=O)[C@@H]1CCCN1S(=O)(=O)c1cccc2cccnc12	-3%	0%	.	.	4%	-41%	.	-8	-7	2%	.
O=C1OC(c2ccccc2)/C(=C(/O)c2ccc(Cl)cc2)C1=O (configuration not stated)	1%	?	14%	-5%	0%	9%	0%	-3	17	1%	11%
O=C(O)c1ccc(NC(=S)NC2CCCCC2)cc1	0%	?	.	1%	5%	-3%	-24%	2	15	2%	-5%
COc1ccc(Oc2nc(C)cc(C)c2C#N)cc1	11%	2%	2%	-1%	-1%	14%	10%	4	12	1%	0%
Cc1oc(-c2ccc(Cl)cc2)nc1CS(=O)CC(=O)NCCN1CCCC1 (configuration not stated)	1%	16%	-6%	1%	1%	6%	-3%	6	4	3%	2%
NS(=O)(=O)c1ccc(NS(=O)(=O)c2ccc(NC(=O)C3CC3)cc2)cc1	-1%	0%	10%	-2%	-2%	?	.	-8	5	2%	10%
COc1ccccc1N(C(=O)c1ccncc1)c1nc(-c2ccc([N+](=O)[O-])cc2)cs1	?	0%	?	1%	-12%	-12%	?	2	5	-3%	0%
Cc1nn(CC(=O)N2CCN(c3ccccn3)CC2)c(=O)c2cc3sccc3n12	-2%	4%	2%	5%	-2%	-14%	.	-7	0	1%	.
Cc1ccc2cn[nH]c2c1[N+](=O)[O-]	-5%	-5%	.	2%	-3%	6%	7%	i	5	1%	1%
CCc1noc(C)c1C(=O)Nc1cc(Cl)ccc1N1CCCC1	30%	-1%	.	.	0%	-2%	.	1	-17	-1%	.
COCCNc1nc(-c2ccccc2)nc2c1oc1ccccc12	16%	?	-4%	.	-7%	2%	.	6	13	-12%	-1%
Cn1c(CSc2nnc(SCc3ccccc3)s2)nc2ccccc21	-6%	?	3%	0%	-2%	3%	1%	17	-9	4%	18µM*
COc1ccc(-c2nc3ccc(N4CCCC4)cc3c(=O)[nH]2)cc1OC	4%	?	7%	-1%	.	6%	?	-5	-13	-2%	1%
CCCN(CCC)CCNC(=O)c1cc2c(C)nc3ccccc3c2o1	3%	0%	-8%	-1%	-1%	-5%	-9%	8	-1	4%	-4%
CCOC(=O)c1cc(=O)c2ccc(OCc3ccccc3)cc2o1	4%	8%	16%	3%	-7%	13%	-26%	-11	3	0%	.
O=C(NCc1ccc(Cl)cc1)c1cccc(S(=O)(=O)N2CCCC2)c1	2%	-5%	.	.	4%	-9%	.	2	-45	0%	.
O=C(CCC(=O)c1cccs1)OCC(=O)c1ccc(F)cc1	.	1%	.	.	-2%	1%	.	-9	1	3%	.
COc1cc(/C=C/C(=O)Nc2nc3ccc(S(=O)(=O)NC(C)C)cc3s2)cc(OC)c1OC	-2%	2%	4%	2%	128%[activator]	6%	13%	-3	0	3%	2%
COc1cccc(NC(=O)c2nnn(Cc3ccc(Br)cc3F)c2N)c1	0%	-4%	-2%	1%	-7%	-32%	21%	-3	-17	2%	-9%
CC(C)CNc1oc(-c2ccco2)nc1C#N	4%	-8%	6%	-3%	4%	4%	6%	-2	3	1%	2%
O=C1c2ccccc2C(=O)N1CCCC(=O)N1CCCc2ccccc21	2%	7%	12%	1%	-3%	0%	-18%	-2	-12	0%	2%
O=C(CSc1ncnc2sccc12)NC1CCS(=O)(=O)C1 (configuration not stated)	.	-4%	.	.	5%	3%	.	-2	-3	1%	.
CCCC1S/C(=N/N=C/c2ccco2)NC1=O (configuration not stated)	0%	2%	0%	1%	-1%	-2%	3%	3	7	0%	-4%
CC1O[C@@H](O[C@H](C)CC[C@@H](C)O[C@H]2OC(C)[C@@H](O)C[C@H]2O)C(O)C[C@H]1O (some centres not stated)	-2%	0%	.	.	9%	-11%	.	.	4	1%	.
COC(=O)C1=C(C(=O)OC)SC2(S1)C(C(=O)OC)=C(C(=O)OC)SC1=C2c2cccc(C)c2NC1(C)C	2%	?	1%	0%	-2%	-1%	1%	4	2	1%	-7%
CN(Cc1ccon1)C(=O)CC1C(=O)NCCN1CC1CCCCC1 (configuration not stated)	3%	-1%	9%	4%	34%[activator]	-3%	-10%	-3	7	-2%	1%
Cc1ccccc1OCC(=O)NNC(=O)Cc1ccc(S(=O)(=O)N2CCOCC2)s1	-1%	7%	.	.	.	-4%	.	-6	2	1%	.
CCCCNC(=O)CSc1nc2cc3c(cc2c(=O)n1CCCN(CC)CC)OCO3	2%	9%	4%	0%	1%	-1%	14%	17	3	0%	0%
CCN1CN(Cc2ccco2)CNC1=S	-11%	2%	.	1%	4%	-6%	7%	-7	11	1%	-5%
Cc1ccc(S[C@@H](CCN2CC[C@H](O)CCC2=O)c2ccccc2)cc1	2%	-8%	-3%	.	0%	-5%	-11%	-8	-4	-1%	3%
O=C(O)Cc1sc(Nc2ccccc2)nc1-c1cccs1	-6%	?	13%	-3%	7%	?	.	7	-16	9%	-1%
O=C(CCn1cccc1)Nc1ccc(OC(F)(F)F)cc1	-3%	?	-6%	-1%	1%	7%	12%	-16	1	8%	-1%
CCN1/C(=C/C(=O)c2ccco2)Sc2ccccc21	1%	-17%	?	6%	294%[activator]	8%	-12%	11	5	-4%	-8%
COc1cccc(CNC(=O)CCC2CCCN(C(=O)c3cc(C)on3)C2)c1 (configuration not stated)	-5%	?	3%	0%	5%	-11%	6%	3	-6	-2%	6%
CCS(=O)(=O)N1Cc2ccccc2CC1C(=O)N1CCN(c2cccc(C)c2C)CC1 (configuration not stated)	1%	3%	-1%	1%	2%	17%	-12%	6	-13	-1%	-1%
COc1cccc(C(=O)COC(=O)CCC(=O)NC2CCCCC2)c1	0%	0%	-4%	7%	7%	2%	-14%	26	-8	3%	-3%
